Screening data: PubChem, several laboratories
PG9 binder: binders of HIV-1 gp120 antibody PG9, primary screen, biochemical, TR-FRET | TR-FRET gp120-PG9 antibody binding | inhibition, % at 6.7 µM | hit rate 0.43% among 360,000; in the data active = inhibition above about 8.5%
ARFGAP1 inhibitor: inhibitors of rat ARFGAP1 GAP activity, primary screen, biochemical, fluorescence polarization, GDP tracer; inhibition, % at 16.5 µM; hit rate 0.26% among 360,000; Arfgap1-stimulated ARF1 GTP hydrolysis, GDP FP detection;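 active = inhibition above a per-plate limit, mean inhibition of low control wells plus 3 SD, cut at about 25% in these data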;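 note: 0% = DMSO wells with enzyme and 100% = wells lacking Arfgap1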
Target sequence (Q62848 1-136 limits assumed): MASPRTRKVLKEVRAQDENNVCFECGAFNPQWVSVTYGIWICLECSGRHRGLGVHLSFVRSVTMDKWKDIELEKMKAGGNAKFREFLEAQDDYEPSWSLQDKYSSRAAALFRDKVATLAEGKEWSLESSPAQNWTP
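Material – truncated rat Arfgap1 GAP domain · Buffer or medium – HEPES-based buffer, pH 7.5 · Reagent – human ARF1(Δ1-17)-GTP substrate · Dosing – 16.5 µM single point, 1.26% DMSO · Schedule – GTP hydrolysis reaction 2 h at 25 °C · Technique – GDP detection by fluorescence polarization · Benchmarks – No-Arfgap1 wells (100%) versus DMSO full-reaction wells (0%) · Repeats – single replicate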
ABHD4 inh: ABHD4 inhibitors, primary screen, biochemical, fluorescence polarization, mouse | inhibition, % at 8.92 µM | (Lyso)-N-acylphosphatidylethanolamine lipase (Mus musculus), Q8VD66 | AID 720543, 2013 | purified mABHD4, FP-Rh probe fluorescence polarization | hit rate 0.54% among 370,000;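 active = inhibition exceeding the mean over every tested compound plus 3 SD, cut at about 30% in these data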;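 note: 0% = plate median of compound wells and 100% = S159A mutant with DMSO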
Target sequence (Q8VD66 whole entry, looked up): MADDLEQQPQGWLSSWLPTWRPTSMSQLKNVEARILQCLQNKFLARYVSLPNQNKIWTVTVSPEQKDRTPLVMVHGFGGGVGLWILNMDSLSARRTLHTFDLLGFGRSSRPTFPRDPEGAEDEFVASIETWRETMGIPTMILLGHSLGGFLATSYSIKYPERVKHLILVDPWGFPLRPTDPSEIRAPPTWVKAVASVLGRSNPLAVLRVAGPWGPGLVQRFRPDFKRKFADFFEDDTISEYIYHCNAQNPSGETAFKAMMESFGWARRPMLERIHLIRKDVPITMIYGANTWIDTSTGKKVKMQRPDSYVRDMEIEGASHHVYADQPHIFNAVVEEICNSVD
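Doses – 8.92 µM, single dose · Material – wild-type mouse ABHD4 protein · Replication – single well per compound (singlicate) · Measure – percent inhibition of probe binding, normalized to plate controls · Schedule – 45 min compound pre-incubation plus 60 min probe step, 25 °C · Detection – fluorescence polarization with parallel and perpendicular emission, 525/598 nm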
ASAP1 inh: inhibitors of human ASAP1 ArfGAP activity, primary screen, biochemical, fluorescence polarization. Arf-GAP with SH3 domain, ANK repeat and PH domain-containing protein 1 (Homo sapiens), …. ASAP1-stimulated ARF1 GTP hydrolysis, GDP FP detection. inhibition, % at 16.5 µM. hit rate 0.19% among 360,000; in the data active = inhibition above about 25%;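 note: 0% = vehicle with enzyme and substrate and 100% = no enzyme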
Rev-erbA mod: modulators of Rev-erb alpha DNA binding, primary screen, biochemical, FITC-DNA, fluorescence polarization, uHTS; Nuclear receptor subfamily 1 group D member 1 (Homo sapiens), P20393; Rev-erbα–FITC-DNA binding, 90 min; activity, % at 10 µM; hit rate 0.79% among 370,000;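 active = activity above about 14%, limit read from the data; passing the limit was not always enough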;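 note: 0% = DMSO wells with 35 nM protein and 100% = DMSO wells with 750 nM protein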
NPR1 activator: GC-A stimulated cGMP production enhancers – HEK293 GC-A cells, cGMP TR-FRET, EC30 ANP, primary screen; Atrial natriuretic peptide receptor 1 (Homo sapiens), P16066; 0% at EC30 ANP, 100% saturating ANP; activation, % at 10 µM; hit rate 0.14% among 370,000; in the data active = activation above about 40%
NPR2 activator: human GC-B receptor activators, primary screen, HEK293 GC-B cells, cGMP TR-FRET, EC30 CNP | Atrial natriuretic peptide receptor 2 (Homo sapiens), P20594 | activation, % at 10 µM | AID 1920062, 2024 | hit rate 0.11% among 370,000 | 0% at EC30 CNP, 100% saturating CNP;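 active = activation at 10 µM reaching about 35% in either raw or pattern-adjusted values, limit read from the data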
SMARCA2 activ: SMARCA2 (BRM) function activators, primary screen, cell-based, luminescence, high throughput | AID 652017, 2013 | MG213 cells, MMTV-luciferase reporter, dexamethasone, overnight | hit rate 1% among 370,000 | activation, % at 9.1 µM; in the data active = activation above about 7.8%;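 note: 0% = vehicle wells and 100% = reference activator wells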
rCAG binder: binders of r(CAG) RNA repeats, primary screen, biochemical, fluorescence; r(CAG) RNA repeat, TO-PRO-1 dye displacement fluorescence; inhibition, % at 3 µM; hit rate 1.3% among 370,000; AID 651821, 2012;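 active = inhibition above the plate cutoff, the mean of all test compounds on that plate plus 3 SD, cut at about 35% in these data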;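 note: 0% = DMSO alone and 100% = 100 µM mitoxantrone as full dye displacement; higher means more dye released from RNA so lower well fluorescence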
HTRA1 inhibitor: HTRA1 serine protease inhibitors, primary screen, biochemical, fluorescence polarization, HTS | Q92743 | recombinant HTRA1, FP-rhodamine activity-based probe | inhibition, % at 5.96 µM | hit rate 0.5% among 340,000 | AID 504803, 2011; in the data active = inhibition above about 36%;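 note: 0% = enzyme with DMSO and 100% = wells lacking enzyme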
Target sequence (Q92743 whole entry, looked up): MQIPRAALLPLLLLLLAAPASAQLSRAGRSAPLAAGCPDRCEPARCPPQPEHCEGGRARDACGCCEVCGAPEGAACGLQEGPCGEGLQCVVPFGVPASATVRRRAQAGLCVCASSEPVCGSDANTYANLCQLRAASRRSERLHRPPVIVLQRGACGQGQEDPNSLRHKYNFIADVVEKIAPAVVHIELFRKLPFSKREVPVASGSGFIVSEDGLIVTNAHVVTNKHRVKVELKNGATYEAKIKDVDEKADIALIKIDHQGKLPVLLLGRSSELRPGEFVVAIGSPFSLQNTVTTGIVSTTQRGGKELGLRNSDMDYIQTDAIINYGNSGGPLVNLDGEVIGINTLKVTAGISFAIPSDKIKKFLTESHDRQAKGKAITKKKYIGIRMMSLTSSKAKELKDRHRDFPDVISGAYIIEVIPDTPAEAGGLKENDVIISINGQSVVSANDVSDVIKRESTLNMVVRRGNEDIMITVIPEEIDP
Starred values were filed as active, the others as inactive. Rows are unselected (roughly 4.4% active in at least one column).

`COc1ccc(CN(C)C(=O)c2ccc(NC(=O)CC3SC(N4CCCC4)=NC3=O)cc2)c(OC)c1` (configuration not stated) gave PG9 binder 3.2, ARFGAP1 inhibitor 3.0, ABHD4 inh 7.7, ASAP1 inh -5.5, Rev-erbA mod -0.6, NPR1 activator 2.7, NPR2 activator 4.7, SMARCA2 activ -1.7, rCAG binder -5.9 and HTRA1 inhibitor 0.5.
For Cc1nc2c(C(F)(F)F)cccc2c2c1CCS2 the results were PG9 binder 0.3, ARFGAP1 inhibitor 9.8, ABHD4 inh 0.7, ASAP1 inh -0.3, Rev-erbA mod -0.4, NPR1 activator -6.5, NPR2 activator 0.7, SMARCA2 activ -1.1, rCAG binder -1.9 and HTRA1 inhibitor 0.9.
`COC(=O)[C@]12CCCCC=C1N(CCC1=CCCCC1)C(=O)[C@H](CC(=O)NCc1ccccc1)C2` gave PG9 binder -1.0, ARFGAP1 inhibitor 2.7, ABHD4 inh -1.3, ASAP1 inh -9.9, Rev-erbA mod 10.6, NPR1 activator -2.9, NPR2 activator 1.8, SMARCA2 activ -1.8 and rCAG binder 4.0.
Screening COc1ccc(OC)c(/C=N/N(CCC#N)C2=NS(=O)(=O)c3ccccc32)c1 returned PG9 binder -1.9, ARFGAP1 inhibitor 5.9, ABHD4 inh -0.1, ASAP1 inh 12.7, Rev-erbA mod 1.7, NPR1 activator -4.0, NPR2 activator 7.3, SMARCA2 activ 3.7, rCAG binder -1.2 and HTRA1 inhibitor 3.2.
CC(C)C[C@@]12C(=O)N(c3cccc(Cl)c3)C(=O)N1[C@H](c1ccc(Br)cc1)[C@@H]1C(=O)N(C(C)(C)C)C(=O)[C@@H]12 was read as PG9 binder -0.2, ARFGAP1 inhibitor 3.4, ABHD4 inh -0.3, ASAP1 inh 5.8, Rev-erbA mod -1.0, NPR1 activator -9.3, NPR2 activator -8.2, SMARCA2 activ -1.4, rCAG binder 13.7 and HTRA1 inhibitor -29.3.
Screening Cc1ccc(S(=O)(=O)N2[C@@H](c3ccc(F)cc3)C(C(=O)O)=CC[C@H]2c2cccc(C)c2)cc1 returned PG9 binder 0.5, ARFGAP1 inhibitor 3.1, ABHD4 inh 5.4, ASAP1 inh -9.9, Rev-erbA mod -0.4, NPR1 activator -1.5, NPR2 activator -0.6, SMARCA2 activ -1.6, rCAG binder 8.8 and HTRA1 inhibitor 0.6.
COc1ccc(NC(=O)Nc2nccs2)cc1 was read as PG9 binder -1.5, ARFGAP1 inhibitor -5.9, ABHD4 inh 4.1, ASAP1 inh -1.4, Rev-erbA mod -4.9, NPR1 activator -1.0, NPR2 activator 4.4, SMARCA2 activ 4.0, rCAG binder 4.3 and HTRA1 inhibitor -1.6.
`CSCC[C@H](NC(=O)OC(C)(C)C)c1nnc(SCC(=O)Nc2c(C)cccc2C)o1` gave PG9 binder -1.5, ARFGAP1 inhibitor 0.1, ABHD4 inh 2.4, ASAP1 inh 3.6, Rev-erbA mod 3.4, NPR1 activator -1.4, NPR2 activator 0.5, SMARCA2 activ -0.3, rCAG binder -2.8 and HTRA1 inhibitor -0.7.
`CC(C)c1ccccc1NC(=O)CC1(CC(=O)O)CCCC1` gave PG9 binder -0.4, ARFGAP1 inhibitor -3.0, ABHD4 inh 1.6, ASAP1 inh 7.7, Rev-erbA mod 1.1, NPR1 activator -0.5, NPR2 activator 3.6, SMARCA2 activ -2.4, rCAG binder -1.3 and HTRA1 inhibitor 6.3.
For O=C(CCn1cnnn1)Nc1ccc(F)cc1 the results were PG9 binder -3.5, ARFGAP1 inhibitor 0.9, ABHD4 inh -3.5, ASAP1 inh 10.4, Rev-erbA mod 0.2, NPR1 activator 0.5, NPR2 activator -1.5, SMARCA2 activ 2.7, rCAG binder 6.0 and HTRA1 inhibitor 3.5.
Screening O=C1Cc2cc(S(=O)(=O)NCc3ccc(F)cc3)ccc2N1 returned PG9 binder -0.5, ARFGAP1 inhibitor 2.1, ABHD4 inh -12.5, ASAP1 inh -9.6, Rev-erbA mod -4.4, NPR1 activator -2.8, NPR2 activator 0.0, SMARCA2 activ 4.3, rCAG binder 9.3 and HTRA1 inhibitor -16.0.
CC(=O)Nc1ccc(NC(=O)c2ccccc2C)cc1 was read as PG9 binder -2.1, ARFGAP1 inhibitor 0.9, ABHD4 inh -4.2, ASAP1 inh 12.1, Rev-erbA mod -5.3, NPR1 activator -0.8, NPR2 activator 1.0, SMARCA2 activ -1.2, rCAG binder -3.6 and HTRA1 inhibitor 3.3.

Random excerpt: two records from the list, in no set order.
`COc1ccc(CN(C)C(=O)c2ccc(NC(=O)CC3SC(N4CCCC4)=NC3=O)cc2)c(OC)c1` (configuration not stated) gave PG9 binder 3.2, ARFGAP1 inhibitor 3.0, ABHD4 inh 7.7, ASAP1 inh -5.5, Rev-erbA mod -0.6, NPR1 activator 2.7, NPR2 activator 4.7, SMARCA2 activ -1.7, rCAG binder -5.9 and HTRA1 inhibitor 0.5.
For O=C(CCn1cnnn1)Nc1ccc(F)cc1 the results were PG9 binder -3.5, ARFGAP1 inhibitor 0.9, ABHD4 inh -3.5, ASAP1 inh 10.4, Rev-erbA mod 0.2, NPR1 activator 0.5, NPR2 activator -1.5, SMARCA2 activ 2.7, rCAG binder 6.0 and HTRA1 inhibitor 3.5.

The list goes on.
Screening CCCc1nc2ccccc2c(C(=O)OCC(=O)Nc2ccc(S(=O)(=O)N3CCOCC3)cc2)c1CC returned PG9 binder -3.3, ARFGAP1 inhibitor 9.1, ABHD4 inh -106.7, ASAP1 inh 3.7, Rev-erbA mod -6.1, NPR1 activator 0.2, NPR2 activator 2.2, SMARCA2 activ -3.1, rCAG binder 14.4 and HTRA1 inhibitor -86.0.
Screening O=C(CC1C(=O)NCCN1C/C=C/c1ccccc1)NCCCC1CCCC1 (configuration not stated) returned PG9 binder -0.9, ARFGAP1 inhibitor -1.0, ABHD4 inh 1.9, ASAP1 inh 1.9, Rev-erbA mod 1.3, NPR1 activator -0.8, NPR2 activator 2.0, SMARCA2 activ 1.0, rCAG binder -4.7 and HTRA1 inhibitor -16.3.
CCOC(=O)c1cnc(-n2nc(C)cc2C)nc1Nc1ccc(C)cc1 was read as PG9 binder -2.6, ARFGAP1 inhibitor -6.0, ABHD4 inh 3.5, ASAP1 inh -8.3, Rev-erbA mod -5.0, NPR1 activator -1.3, NPR2 activator -4.7, SMARCA2 activ -3.4, rCAG binder 1.1 and HTRA1 inhibitor -1.6.
CC(C)CCNC(=O)CCc1nnc2ccc(N3CCC(C)CC3)nn12 was read as PG9 binder -0.4, ARFGAP1 inhibitor 13.0, ABHD4 inh 1.0, ASAP1 inh 7.8, Rev-erbA mod 1.4, NPR1 activator -5.7, NPR2 activator -4.0, SMARCA2 activ -0.2, rCAG binder -10.0 and HTRA1 inhibitor -6.4.
Screening CCc1nnc(NC(=O)c2ccc(S(=O)(=O)N3CCCc4ccccc43)cc2)o1 returned PG9 binder 1.4, ARFGAP1 inhibitor 7.2, ABHD4 inh -1.8, ASAP1 inh -9.6, Rev-erbA mod 9.0, NPR1 activator -3.3, NPR2 activator -2.2, SMARCA2 activ -5.2, rCAG binder 23.1 and HTRA1 inhibitor 4.6.
For Cn1c(NCc2cccc(Br)c2)nc2ccccc21 the results were PG9 binder 0.5, ARFGAP1 inhibitor 1.4, ABHD4 inh -1.0, ASAP1 inh 5.3, Rev-erbA mod 6.8, NPR1 activator -19.1, NPR2 activator -7.7, SMARCA2 activ 1.8, rCAG binder -2.5 and HTRA1 inhibitor -9.6.
CC(=O)c1cccc(N(CC(=O)Nc2ccc(S(=O)(=O)N3CCCC3)cc2)S(C)(=O)=O)c1 was read as PG9 binder -4.5, ARFGAP1 inhibitor 0.1, ABHD4 inh -2.7, ASAP1 inh -13.7, Rev-erbA mod 0.7, NPR1 activator 2.0, NPR2 activator -3.6, SMARCA2 activ -0.8, rCAG binder 6.3 and HTRA1 inhibitor 1.4.
CCOC(=O)c1sc(NC(=O)c2cccnc2)nc1C was read as PG9 binder -2.2, ARFGAP1 inhibitor -9.4, ABHD4 inh -5.3, ASAP1 inh -0.2, Rev-erbA mod -2.0, NPR1 activator -5.0, NPR2 activator -1.7, SMARCA2 activ -1.0, rCAG binder -0.6 and HTRA1 inhibitor 1.2.
COCCNC(=O)C1Nc2ccc(OC(F)(F)F)cc2C2C=CCC12 (configuration not stated) was read as PG9 binder 0.6, ARFGAP1 inhibitor 2.0, ABHD4 inh 29.3, ASAP1 inh 13.2, Rev-erbA mod 1.0, NPR1 activator 0.6, NPR2 activator -4.6, SMARCA2 activ 2.4, rCAG binder 29.4 and HTRA1 inhibitor 33.0.
For Cn1ncc(N=Cc2ccc([N+](=O)[O-])cc2)c1C(=O)N1CCOCC1 the results were PG9 binder -2.4, ARFGAP1 inhibitor 14.3, ABHD4 inh -1.1, ASAP1 inh 5.3, Rev-erbA mod 1.6, NPR1 activator -0.3, NPR2 activator -1.1, SMARCA2 activ 2.3, rCAG binder -0.7 and HTRA1 inhibitor -4.2.
`CCc1ccc(NC(=O)C2CCC(CNC(=O)[C@@H]3Cc4ccccc4CN3)CC2)cc1` (some centres not stated) gave PG9 binder 0.0, ARFGAP1 inhibitor -1.9, ABHD4 inh 10.0, ASAP1 inh -0.8, Rev-erbA mod -3.5, NPR1 activator -1.0, NPR2 activator -4.7, SMARCA2 activ 3.2, rCAG binder -6.4 and HTRA1 inhibitor -2.4.
Screening CS(=O)(=O)c1ccc(Cl)c(NC(=O)COC(=O)CCN2C(=O)C3CC=CCC3C2=O)c1 (configuration not stated) returned PG9 binder 1.9, ARFGAP1 inhibitor -1.0, ABHD4 inh 8.4, ASAP1 inh 10.7, Rev-erbA mod -3.3, NPR1 activator -0.5, NPR2 activator 0.9, SMARCA2 activ -4.7, rCAG binder 0.7 and HTRA1 inhibitor 4.5.
Screening COc1cc(/C=C2/C(=O)NN(c3cccc(C)c3)C2=O)cc([N+](=O)[O-])c1O returned PG9 binder -10.7, ARFGAP1 inhibitor -5.7, ABHD4 inh 28.3, ASAP1 inh 7.2, Rev-erbA mod -6.9, NPR1 activator 1.8, NPR2 activator -0.7, SMARCA2 activ -0.9, rCAG binder 38.9* and HTRA1 inhibitor 26.4.
For COc1cccc(Nc2nc(C(N)Cc3ccc(Cl)cc3)cs2)n1 (configuration not stated) the results were PG9 binder -1.0, ARFGAP1 inhibitor -3.3, ABHD4 inh 21.9, ASAP1 inh 1.4, Rev-erbA mod 4.5, NPR1 activator -18.7, NPR2 activator -12.6, SMARCA2 activ -1.6 and rCAG binder 17.9.
